# SIRT5 inh: SIRT5 desuccinylase inhibitors, primary screen, biochemical, fluorescence imaging, single point, set 5; NAD-dependent protein deacylase sirtuin-5, mitochondrial (Homo sapiens), Q9NXA8; Purified SirT5, succinyl-peptide AMC, trypsin-coupled fluorescence; inhibition, % at 15 µM; actives 1.1% (n = 330,000); AID 652115, 2013; in the data active = inhibition above about 15%
# Target sequence (Q9NXA8 whole entry, looked up): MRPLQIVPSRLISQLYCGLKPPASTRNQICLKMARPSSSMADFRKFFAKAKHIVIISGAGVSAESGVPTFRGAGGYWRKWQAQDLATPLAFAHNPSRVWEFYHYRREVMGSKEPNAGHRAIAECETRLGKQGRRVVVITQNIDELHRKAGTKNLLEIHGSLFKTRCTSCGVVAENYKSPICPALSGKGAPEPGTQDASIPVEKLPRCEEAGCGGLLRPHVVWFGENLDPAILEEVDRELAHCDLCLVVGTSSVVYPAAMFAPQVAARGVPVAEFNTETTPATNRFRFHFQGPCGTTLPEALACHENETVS
# Statin myotox sup: suppressors of statin myotoxicity in C2C12 myotubes, primary screen, cell-based, single point, plate reader; C2C12 myotubes + simvastatin, ATP luminescence, 48 h; scaled: DMSO 0, geranylgeraniol control 100; rescue of ATP level, % at 7.49 µM; actives 0.78% (n = 330,000); AID 602340, 2012;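 active = mean ATP rescue above about 67%, or every replicate alone reaching that limit, limit read from the data, passing the limit was not always enough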;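 also: myotubes were challenged with 10 µM simvastatin during compound exposure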
# CASP6 VEID inh: human caspase-6 inhibitors, primary screen, biochemical, VEID-R110 fluorescence, single point, set 2 | P55212 | purified caspase-6, Z-VEID-R110 cleavage fluorescence | inhibition, % at 12.5 µM | actives 0.53% (n = 350,000) | AID 686996, 2013;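 active = mean inhibition across replicates at least about 35%, with every replicate also reaching that limit, limit read from the data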;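 also: 0% = median of neutral control wells and 100% = no fluorescence left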
# Target sequence (P55212 24-179 limits assumed): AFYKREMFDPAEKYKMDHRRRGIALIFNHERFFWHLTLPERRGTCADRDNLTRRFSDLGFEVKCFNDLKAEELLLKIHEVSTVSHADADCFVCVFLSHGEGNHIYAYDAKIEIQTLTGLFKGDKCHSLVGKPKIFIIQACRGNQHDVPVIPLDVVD
# Target sequence (P55212 194-293 limits assumed): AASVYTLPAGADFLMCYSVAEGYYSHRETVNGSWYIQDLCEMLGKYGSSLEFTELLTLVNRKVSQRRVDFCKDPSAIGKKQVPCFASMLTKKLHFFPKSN
# esBAF inh: Bmi1 luciferase reporter increase in mESCs, primary screen, esBAF inhibitor project, mouse ES cells, Bmi1 luciferase knock-in, single point. 24 h; 100% = twice the neutral-well signal. reporter increase, % at 12.5 µM. actives 2% (n = 350,000); in the data active = activation above about 40%;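 also: 0% = median of the plate's neutral control wells and 100% = double that signal; a rise in the Bmi1 reporter signal indicates esBAF inhibition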
# S100A4 MyoIIA: inhibitors of S100A4-myosin IIA peptide binding, primary screen, biochemical, fluorescence polarization, TAMRA-MyoIIA peptide. Protein S100-A4 (Homo sapiens), P26447. inhibition, % at 10.7 µM. actives 0.14% (n = 360,000). AID 652163, 2013;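 active = mean inhibition of at least 70% across replicates, with every replicate also reaching that level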
# Target sequence (P26447 whole entry, looked up): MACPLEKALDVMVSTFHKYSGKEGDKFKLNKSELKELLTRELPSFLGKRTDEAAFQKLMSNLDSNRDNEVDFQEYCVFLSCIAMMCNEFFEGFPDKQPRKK
#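 Test system: S100A4 monomer protein; Medium: HEPES pH 7.2 with CaCl2, KCl, NaCl, DTT, Triton; Probe or stimulus: TAMRA-labelled myosin IIA heavy-chain peptide probe, 5 nM; Doses: one dose per compound; Times: polarization read 5 min after assay mix addition, stable 5–60 min; Benchmarks: neutral control DMSO, positive control TFP.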
# LGR2 inh: inhibitors of bursicon-induced LGR2 CRE-luciferase signal, primary screen, cell-based, HEK293, CRE-luciferase reporter, bursicon stimulation. Drosophila bursicon receptor LGR2 (rickets). bursicon-stimulated, 4 h. AID 720647, 2013. inhibition, % at 9.99 µM. actives 0.35% (n = 380,000);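 active = drop in luminescence signal, shown as inhibition above about 50% in the replicate tests, limit read from the data, passing the limit was not always enough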;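 also: agonist challenge used bursicon conditioned medium at about half maximal strength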
# FN deposit inh: inhibitors of fibronectin matrix deposition, primary screen, AH1F cells, Alexa488-fibronectin fluorescence, plate reader | actives 0.086% (n = 350,000) | AH1F fibroblasts, overnight | inhibition, % at 12.6 µM;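 active = mean inhibition across replicates of 30% or more, regardless of how many single replicates reach that level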;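 also: positive control wells lacked labelled fibronectin entirely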
#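 Test system: AH1F fibroblast monolayer depositing Alexa488-labelled fibronectin into matrix. Input: 10000 cells per well. Technique: fluorescence, ex 485 nm, em 525 nm. Buffer or medium: DMEM plus 2% serum, read in PBS. Timing: 1 h cell adhesion before compound, then overnight fibronectin incubation. Compound: single dose, pinned. Read-out basis: inhibition from reduced deposited-fibronectin fluorescence.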
# * = called active by the depositor; . = no result given.
no.	SMILES	SIRT5 inh	Statin myotox sup	CASP6 VEID inh	esBAF inh
1	Cc1nc2cc(NC(=O)c3ccc(S(=O)(=O)N(C)c4ccccc4)cc3)ccc2o1	-2.2	-13.2	0.4	83.4*
2	Cc1ccc(S(=O)(=O)N2C[C@@H](O)COC[C@H]3O[C@H](CC(=O)NCc4ccc(Cl)c(Cl)c4)CC[C@@H]32)cc1	-1.0	10.3	-1.9	2.5
3	CC1(C)Cc2c(sc(NC(=O)Cc3ccccc3)c2C#N)CO1	-3.1	.	0.0	.
4	O=C(OCc1cc(=O)n2c(n1)sc1ccccc12)c1ccc2c(=O)n3c(nc2c1)CCC3	.	1.0	.	2.4
5	COc1ccc(NC(=O)CSCC(=O)N(C)CC(=O)Nc2c(C)cccc2C)cc1	-0.2	3.6	-1.6	0.7
6	Cc1ccc2c(c1)[nH]c1c(N3CCN(Cc4ccccc4)CC3)ncnc12	.	-204.2	.	8.9
7	O=C(CC1CCCC1)N1CCCC(Nc2cccc(F)c2)C1 (stereo not given)	-4.8	-10.8	2.9	-4.7
8	O=C(NNS(=O)(=O)c1ccc2ccccc2c1)C1CCN(Cc2ccccc2)CC1	.	-4.7	.	-2.9
9	N#Cc1ccc(-c2ccc([C@H]3[C@@H](CO)N4CCCCN(C(=O)Nc5ccc(F)cc5)C[C@H]34)cc2)cc1	-0.2	6.3	1.7	0.6
10	C[C@H](CO)N1C[C@H](C)[C@H](CN(C)Cc2ccc(Cl)c(Cl)c2)Oc2c(NC(=O)Nc3ccc4c(c3)OCO4)cccc2C1=O	6.4	19.2	-0.1	1.4
11	C[C@@H]1CN([C@@H](C)CO)C(=O)Cc2cc(NC(=O)Nc3cccc4ccccc34)ccc2O[C@H]1CN(C)CC1CC1	6.8	20.0	1.5	-5.4
12	COCC(=O)Nc1ccc2c(c1)OC[C@@H](C)N(C(=O)CC1CC1)C[C@H](C)[C@H](OC)CN(C)C2=O	2.1	.	2.5	.

no.	S100A4 MyoIIA	LGR2 inh	FN deposit inh
1	2.0	-16.1	6.0
2	8.5	-8.1	1.0
3	0.8	11.2	-2.5
4	.	.	8.1
5	-5.0	-7.4	-2.8
6	.	.	-10.8
7	1.0	5.8	-4.0
8	.	.	-2.0
9	2.6	-19.8	.
10	0.9	13.1	.
11	6.0	11.1	9.9
12	-1.1	11.5	.

# Shown with each value named: entries from further up.
9. N#Cc1ccc(-c2ccc([C@H]3[C@@H](CO)N4CCCCN(C(=O)Nc5ccc(F)cc5)C[C@H]34)cc2)cc1
  SIRT5 inh = -0.2 | Statin myotox sup = 6.3 | CASP6 VEID inh = 1.7 | esBAF inh = 0.6 | S100A4 MyoIIA = 2.6 | LGR2 inh = -19.8 | FN deposit inh = .
5. COc1ccc(NC(=O)CSCC(=O)N(C)CC(=O)Nc2c(C)cccc2C)cc1
  SIRT5 inh = -0.2 | Statin myotox sup = 3.6 | CASP6 VEID inh = -1.6 | esBAF inh = 0.7 | S100A4 MyoIIA = -5.0 | LGR2 inh = -7.4 | FN deposit inh = -2.8
6. Cc1ccc2c(c1)[nH]c1c(N3CCN(Cc4ccccc4)CC3)ncnc12
  SIRT5 inh = . | Statin myotox sup = -204.2 | CASP6 VEID inh = . | esBAF inh = 8.9 | S100A4 MyoIIA = . | LGR2 inh = . | FN deposit inh = -10.8
7. O=C(CC1CCCC1)N1CCCC(Nc2cccc(F)c2)C1 (stereo not given)
  SIRT5 inh = -4.8 | Statin myotox sup = -10.8 | CASP6 VEID inh = 2.9 | esBAF inh = -4.7 | S100A4 MyoIIA = 1.0 | LGR2 inh = 5.8 | FN deposit inh = -4.0

# The results go on:
no.	SMILES	SIRT5 inh	Statin myotox sup	CASP6 VEID inh	esBAF inh
13	CC1CC2OC2CC1COC(=O)C1CC2OC2CC1C (stereo not given)	.	4.5	-0.4	-5.5
14	CCCn1c(=O)c(C(=O)NCC2CCCO2)c(O)c2ccccc21 (stereo not given)	3.0	.	-0.6	.
15	[O-][n+]1c2ccccc2c2n1CCN1CCOC21c1ccc(Cl)cc1 (stereo not given)	.	4.4	.	60.1*
16	CCC(C)NC(=O)c1ccc(CSCc2ccc(Cl)cc2)o1 (stereo not given)	1.1	12.3	6.9	4.6
17	CCS(=O)(=O)N1[C@H](C#N)[C@H](c2ccc(C#CCC3CCCC3)cc2)[C@@H]1CO	5.0	12.6	-2.0	6.0
18	COc1ccc(C2=NO[C@@H]3C(=O)N(c4c(C)cccc4C)C(=O)[C@H]23)cc1OC	.	2.7	.	-4.4
19	O=[N+]([O-])c1ccc(-c2nn(-c3ccccc3)cc2/C=N/n2c(-c3cccs3)n[nH]c2=S)cc1	6.0	.	-0.8	.
20	N#CC1=C(N)C(C#N)(C#N)C(c2cccnc2)C2CN(C(=O)OCc3ccccc3)CC=C12 (stereo not given)	-8.2	-5.0	7.6	-4.9
21	Cc1ccc2[nH]c(C(=O)N3CCCC(Nc4ccc(F)cc4)C3)cc2c1 (stereo not given)	0.8	3.5	7.4	-2.5
22	CCN(CC)c1ccc(NC(=S)NC(=O)C2CCC2)cc1	-1.6	-31.8	3.0	32.9
23	CCN(CC)c1ccc(/C=C(\C#N)C(N)=O)cc1	6.4	.	-0.7	.
24	c1ccc(OCCOCCOc2ccccc2)cc1	.	2.8	2.9	4.1

no.	S100A4 MyoIIA	LGR2 inh	FN deposit inh
13	-1.3	12.4	-6.4
14	2.8	-36.9	6.7
15	.	-15.6	-3.0
16	-15.4	2.6	1.8
17	-13.0	-21.2	-9.9
18	.	.	8.5
19	-3.8	-12.0	-4.5
20	1.4	-5.1	.
21	-1.0	9.5	0.6
22	-4.0	-19.8	.
23	9.0	-34.0	4.9
24	0.5	-32.4	-0.5

# Shown tab-delimited: six of the compounds above
cpd	SMILES	SIRT5 inh	Statin myotox sup	CASP6 VEID inh	esBAF inh	S100A4 MyoIIA	LGR2 inh	FN deposit inh
5	COc1ccc(NC(=O)CSCC(=O)N(C)CC(=O)Nc2c(C)cccc2C)cc1	-0.2	3.6	-1.6	0.7	-5.0	-7.4	-2.8
6	Cc1ccc2c(c1)[nH]c1c(N3CCN(Cc4ccccc4)CC3)ncnc12	.	-204.2	.	8.9	.	.	-10.8
7	O=C(CC1CCCC1)N1CCCC(Nc2cccc(F)c2)C1 (stereo not given)	-4.8	-10.8	2.9	-4.7	1.0	5.8	-4.0
8	O=C(NNS(=O)(=O)c1ccc2ccccc2c1)C1CCN(Cc2ccccc2)CC1	.	-4.7	.	-2.9	.	.	-2.0
9	N#Cc1ccc(-c2ccc([C@H]3[C@@H](CO)N4CCCCN(C(=O)Nc5ccc(F)cc5)C[C@H]34)cc2)cc1	-0.2	6.3	1.7	0.6	2.6	-19.8	.
10	C[C@H](CO)N1C[C@H](C)[C@H](CN(C)Cc2ccc(Cl)c(Cl)c2)Oc2c(NC(=O)Nc3ccc4c(c3)OCO4)cccc2C1=O	6.4	19.2	-0.1	1.4	0.9	13.1	.

# Following part
no.	SMILES	SIRT5 inh	Statin myotox sup	CASP6 VEID inh	esBAF inh
25	Cc1ccc(C(CC(=O)N2CCNCC2)c2ccccc2)c(O)c1C (stereo not given)	13.2	7.9	-3.2	5.5
26	c1ccc(-n2c(Cc3cn4ccsc4n3)nnc2N2CCOCC2)cc1	.	-14.1	.	-2.9
27	Cc1csc(SCc2nc3scc(-c4ccccc4)c3c(=O)[nH]2)n1	-2.1	11.3	1.4	-2.7
28	O=C(CCNC(=O)c1ccccc1Cl)Nc1cccc(S(=O)(=O)N2CCCC2)c1	-3.6	-0.2	-2.4	-1.7
29	O=C(Nc1ccccc1)Nc1nnc(SCc2ccc(Cl)cc2)s1	-4.7	.	-2.0	.
30	Cc1cc([N+](=O)[O-])ccc1NC(=O)CCC(=O)N1CCCCC1	3.2	-7.0	1.5	-5.3
31	CC1(C(=O)Nc2cccc3ncccc23)CCN1C(=O)Cc1ccc(-c2ccccc2)cc1 (stereo not given)	-4.4	-19.8	2.0	-0.8
32	Cc1ccc(-c2nc3ccc(Br)cn3c2Cc2cccc(Cl)c2)cc1	-0.3	-13.3	-2.8	43.4*
33	COc1ccc(N(C)C(=O)c2ccc3c(c2)nnn3C)cc1	-0.5	.	0.6	.
34	COc1ccc(CNC(=O)C[C@@H]2CC[C@@H](NC(=O)c3cccc(F)c3)[C@@H](CO)O2)cc1	5.7	-9.0	-2.0	-4.2
35	COCC#Cc1cnc2c(c1)C(=O)N([C@@H](C)CO)C[C@@H](C)[C@H](CN(C)C(=O)Nc1c(C)noc1C)O2	-0.4	7.3	1.1	1.4

no.	S100A4 MyoIIA	LGR2 inh	FN deposit inh
25	-1.4	-1.5	-18.2
26	.	.	-2.9
27	-8.2	-1.8	12.6
28	-5.0	0.1	-2.3
29	-3.3	-1.9	.
30	-8.9	3.6	.
31	-3.2	16.3	1.0
32	-8.6	-38.5	0.0
33	-9.6	-2.1	.
34	64.6	7.8	5.4
35	-1.6	11.1	2.7

# Screening data from PubChem BioAssay.

# These rows are one share of the data (hit frequency here may not be typical).
